mcGAS inh: cyclic GMP-AMP synthase inhibitors, mouse, primary biochemical chemiluminescence | Q8C6L5 | recombinant cGAS, Kinase-Glo ATP depletion luminescence | inhibition, % at 12.5 µM | 160,000 compounds, 0.15% hits;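 further: 0% = negative control wells and 100% = reference inhibitor with no enzyme activity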
hcGAS lum: Primary biochemical luminescence assay for human cyclic GMP-AMP synthase inhibitors; Q8N884; recombinant h-cGAS, ATP depletion, Kinase-Glo luminescence; inhibition, % at 12.5 µM; 290,000 compounds, 0.081% hits; AID 1259398, 2018;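 further: 0% = vehicle reaction and 100% = reaction without DNA for no activity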
Target sequence (Q8N884 whole entry, looked up): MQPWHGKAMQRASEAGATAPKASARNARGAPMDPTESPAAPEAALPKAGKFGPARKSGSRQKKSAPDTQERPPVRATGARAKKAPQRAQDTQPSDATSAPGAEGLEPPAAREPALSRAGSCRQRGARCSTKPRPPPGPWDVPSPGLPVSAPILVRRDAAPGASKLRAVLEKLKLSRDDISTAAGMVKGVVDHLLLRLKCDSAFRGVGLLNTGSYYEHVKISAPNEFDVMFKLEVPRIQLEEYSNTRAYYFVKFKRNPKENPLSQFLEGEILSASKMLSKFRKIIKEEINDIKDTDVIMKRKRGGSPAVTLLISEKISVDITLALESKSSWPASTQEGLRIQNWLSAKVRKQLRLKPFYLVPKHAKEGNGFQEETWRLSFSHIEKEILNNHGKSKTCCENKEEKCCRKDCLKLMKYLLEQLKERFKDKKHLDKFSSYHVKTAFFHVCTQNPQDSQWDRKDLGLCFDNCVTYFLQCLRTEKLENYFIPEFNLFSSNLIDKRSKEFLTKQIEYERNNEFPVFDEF
NPYLR7 ag: agonists of mosquito NPYLR7 receptor, primary screen, cell-based, Aedes aegypti, calcium fluorescence, mosquito biting behavior. Aedes aegypti neuropeptide Y-like receptor 7 (NPYLR7). HEK293T NPYLR7/Galpha15, GCaMP6s calcium fluorescence. activation, % at 10 µM. 270,000 compounds, 0.15% hits. AID 1259423, 2018; in the data active means activation above about 40%;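 further: 0% = vehicle and 100% = reference agonist at the receptor; some compounds past the cut are filed as inactive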
* = called active by the depositor; / = no result given; & = joins results of further samples. Unless noted, no stated cut-off is given here; in the data, active means inhibition above about 40%; inactive means the rest.

(1) O=C(C1CCCc2ccn(CCOc3ccccc3)c21)N1CCN(c2cnccn2)CC1 (stereo unspecified)
  mcGAS inh = /; hcGAS lum = -8.1; NPYLR7 ag = 25.5
(2) Cc1ccc(S(=O)(=O)Nc2ccc(Br)cc2Br)c(C)c1
  mcGAS inh = -7.0; hcGAS lum = -2.5; NPYLR7 ag = -6.4
(3) CCOC(=O)c1c(C)n(CCC(=O)O)c2ccc(OC)cc12
  mcGAS inh = -1.6; hcGAS lum = -2.4; NPYLR7 ag = -5.0
(4) O=C(Nc1cc2c(=O)[nH]cnc2cc1F)C1CCN(S(=O)(=O)c2ccc(Cl)cc2)CC1
  mcGAS inh = /; hcGAS lum = -11.5; NPYLR7 ag = 10.0
(5) COc1cc(C)c(S(=O)(=O)NCc2ccco2)cc1C
  mcGAS inh = /; hcGAS lum = -2.4; NPYLR7 ag = 3.2
(6) COC(=O)c1ccccc1N=Cc1c(O)n(C)c(=O)n(C)c1=O
  mcGAS inh = -5.5; hcGAS lum = -4.2; NPYLR7 ag = 14.2
(7) CCCCCCC(C)NC(=O)N1CCOCC1 (stereo unspecified)
  mcGAS inh = /; hcGAS lum = -5.6; NPYLR7 ag = 5.4
(8) COCCn1c(O)c(C(C)=Nc2ccc(Nc3ccccc3)cc2)c(=O)[nH]c1=S
  mcGAS inh = /; hcGAS lum = 0.9; NPYLR7 ag = -6.8
(9) CCCCCCc1ccc(C(=O)Nc2ccc(OC(=O)c3ccc(CCCCCC)cc3)c3c2C(=O)c2c(NC(=O)c4ccc(CCCCCC)cc4)ccc(OC(=O)c4ccc(CCCCCC)cc4)c2C3=O)cc1
  mcGAS inh = -0.7; hcGAS lum = 2.7; NPYLR7 ag = -5.4
(10) Cc1ccc(NC(=O)/C=c2/[nH]c(=O)/c(=C/c3ccc(C#N)cc3)s2)cc1
  mcGAS inh = /; hcGAS lum = -5.2; NPYLR7 ag = 13.5

(11) COCC(=O)N1CCN(C(c2ccccc2)c2ccc(C)cc2)CC1 (stereo unspecified)
  mcGAS inh = -6.2; hcGAS lum = -4.3; NPYLR7 ag = 11.0
(12) CCCc1[nH]n(-c2ccc(Cl)c(Cl)c2)c(=O)c1C1=C([n+]2cccc(C)c2)C(=O)N(c2ccccc2)C1=O
  mcGAS inh = -1.7; hcGAS lum = -2.4; NPYLR7 ag = -13.7
(13) CCN(Cc1noc(CC(C)C)n1)C(=O)C1CC=CCC1 (stereo unspecified)
  mcGAS inh = /; hcGAS lum = 0.2; NPYLR7 ag = 0.1
(14) Cc1ccc(-n2ncc3c(-n4nc(C)cc4NC(=O)c4ccco4)ncnc32)c(C)c1
  mcGAS inh = -6.9; hcGAS lum = -4.1; NPYLR7 ag = 3.1
(15) COCCN(Cc1nccs1)Cc1ccccc1F
  mcGAS inh = /; hcGAS lum = -6.2; NPYLR7 ag = 14.6
(16) Cc1cccc(-c2nccn2C(C)Cn2nc(C)cc2C)n1 (stereo unspecified)
  mcGAS inh = -18.3; hcGAS lum = -8.1; NPYLR7 ag = 22.2
(17) CC1CCN(c2nc(-c3ccccc3)nc3c2CN(C(=O)Nc2c(Cl)cccc2Cl)CC3)CC1
  mcGAS inh = -4.7; hcGAS lum = -6.5; NPYLR7 ag = 13.6
(18) O=[N+]([O-])c1ccc(-c2cn3cccnc3n2)cc1
  mcGAS inh = -1.2; hcGAS lum = 2.2; NPYLR7 ag = 2.3
(19) CC1CCCC(N=C2NN=C(c3ccc(N(C)S(C)(=O)=O)cc3)CS2)C1C (stereo unspecified)
  mcGAS inh = -9.9; hcGAS lum = -8.0; NPYLR7 ag = 1.6
(20) CC1(C)Cc2ccccc2C(/C=N/O)=N1
  mcGAS inh = -7.3; hcGAS lum = -18.3; NPYLR7 ag = -1.9

(21) CCOC(=O)c1c(C)oc2c1c(CN1CCC(C)CC1)c(O)c1ccccc12
  mcGAS inh = /; hcGAS lum = -4.8; NPYLR7 ag = -2.3
(22) CN(Cc1nc(-c2ccccn2)no1)CC1COc2ccccc2O1 (stereo unspecified)
  mcGAS inh = /; hcGAS lum = -10.7; NPYLR7 ag = 17.8
(23) COc1ccccc1NC(=O)C1CCN(C(=O)C2CCCN(C(=O)N3CCCC3)C2)CC1 (stereo unspecified)
  mcGAS inh = /; hcGAS lum = -1.7; NPYLR7 ag = -7.3
(24) COc1cccc(N2C(=O)CN=C2Nc2nc(C)cc(C)n2)c1
  mcGAS inh = /; hcGAS lum = -2.3; NPYLR7 ag = -5.1
(25) O=S(=O)(NCCN1CCOCC1)c1cc(Cl)sc1Cl
  mcGAS inh = -7.5; hcGAS lum = -1.8; NPYLR7 ag = -6.7
(26) Cc1csc(=O)n1CC(=O)N(Cc1ccccc1)c1ccccn1
  mcGAS inh = /; hcGAS lum = -6.2; NPYLR7 ag = 13.8
(27) CCOCCn1c(=O)c2c(nc3n(-c4ccc(C)c(C)c4)c(C)cn23)n(C)c1=O
  mcGAS inh = -8.8; hcGAS lum = -6.0; NPYLR7 ag = 5.3
(28) CC1(C(=O)NS(=O)(=O)c2ccccc2OC(F)(F)F)CCN1C(=O)C1(c2ccccc2)CC1 (stereo unspecified)
  mcGAS inh = /; hcGAS lum = -7.7; NPYLR7 ag = 2.0
(29) Cc1ccc(C)c(NC(=O)CN(C)C(=O)CN2CCC(C)CC2)c1
  mcGAS inh = /; hcGAS lum = -11.3; NPYLR7 ag = 4.8
(30) CCc1nn(CCCC(=O)NCCC(C)C)c(=O)c2cc3occc3n12
  mcGAS inh = -3.9; hcGAS lum = -3.7; NPYLR7 ag = 8.5

Reprinted at random: four records from the list
(30) CCc1nn(CCCC(=O)NCCC(C)C)c(=O)c2cc3occc3n12
  mcGAS inh = -3.9; hcGAS lum = -3.7; NPYLR7 ag = 8.5
(28) CC1(C(=O)NS(=O)(=O)c2ccccc2OC(F)(F)F)CCN1C(=O)C1(c2ccccc2)CC1 (stereo unspecified)
  mcGAS inh = /; hcGAS lum = -7.7; NPYLR7 ag = 2.0
(21) CCOC(=O)c1c(C)oc2c1c(CN1CCC(C)CC1)c(O)c1ccccc12
  mcGAS inh = /; hcGAS lum = -4.8; NPYLR7 ag = -2.3
(27) CCOCCn1c(=O)c2c(nc3n(-c4ccc(C)c(C)c4)c(C)cn23)n(C)c1=O
  mcGAS inh = -8.8; hcGAS lum = -6.0; NPYLR7 ag = 5.3

The list continues.
(31) Cn1cc(-c2ccc3c(c2)N(CCN2CCOCC2)C(=O)COC3)cn1
  mcGAS inh = /; hcGAS lum = -6.3; NPYLR7 ag = 5.9
(32) CN(C)c1ccc(NC(=O)c2cccc(F)c2)cc1CN(CC1CCCO1)S(C)(=O)=O (stereo unspecified)
  mcGAS inh = -9.0; hcGAS lum = -3.0; NPYLR7 ag = 4.2
(33) COC(=O)COc1ccc2c(=O)c(-c3csc(C)n3)coc2c1
  mcGAS inh = -6.5; hcGAS lum = -6.3; NPYLR7 ag = -6.0
(34) Cc1ccn(CCC(=O)N2CCCC(N3CCN(c4ccccc4C)CC3)C2)n1 (stereo unspecified)
  mcGAS inh = /; hcGAS lum = -1.9; NPYLR7 ag = 1.5
(35) CC(C)C(C)(C#N)NC(=O)Cn1c(-c2cccnc2)noc1=O (stereo unspecified)
  mcGAS inh = /; hcGAS lum = -9.4; NPYLR7 ag = 1.9
(36) COC1CN(C(=O)Cn2nc(-c3ccccc3)c3ccccc3c2=O)CC(=O)N(Cc2ccccc2)C1 (stereo unspecified)
  mcGAS inh = -11.2; hcGAS lum = 3.6; NPYLR7 ag = 6.4
(37) Cc1ccsc1[C@@H]1CCN(Cc2ccnc(C(C)C)n2)C[C@H]1O
  mcGAS inh = /; hcGAS lum = 0.8; NPYLR7 ag = 9.6
(38) CCc1nc2ccc(C(=O)NCCc3c[nH]c4ccccc34)cn2c1N(C)Cc1ccc(NC(C)=O)cc1
  mcGAS inh = -4.6; hcGAS lum = -3.3; NPYLR7 ag = 2.1
(39) CN(C(=O)c1n[nH]c(=O)c2ccccc12)C1CCCc2ccccc21 (stereo unspecified)
  mcGAS inh = /; hcGAS lum = -14.4; NPYLR7 ag = 7.7
(40) CCc1cccc(C)c1NS(=O)(=O)c1ccc(I)cc1
  mcGAS inh = -4.2; hcGAS lum = -4.0; NPYLR7 ag = 14.3

Shown with two lines to a compound: three of the compounds above.
Values in the order – mcGAS inh	hcGAS lum	NPYLR7 ag
(36) COC1CN(C(=O)Cn2nc(-c3ccccc3)c3ccccc3c2=O)CC(=O)N(Cc2ccccc2)C1 (stereo unspecified)
    -11.2	3.6	6.4
(31) Cn1cc(-c2ccc3c(c2)N(CCN2CCOCC2)C(=O)COC3)cn1
    /	-6.3	5.9
(40) CCc1cccc(C)c1NS(=O)(=O)c1ccc(I)cc1
    -4.2	-4.0	14.3

Carrying on:
(41) COc1ccc(C(NCc2c(C)noc2C)c2ccc(C)cc2)cc1 (stereo unspecified)
  mcGAS inh = /; hcGAS lum = -11.7; NPYLR7 ag = 0.2
(42) CCc1ccccc1Sc1nccn2c(=O)n(CC(=O)N3CCN(c4ccc(F)cc4)CC3)nc12
  mcGAS inh = 0.7; hcGAS lum = 1.2; NPYLR7 ag = -4.3
(43) COc1cccc(-c2cc(C(=O)NCc3cccc(C(F)(F)F)c3)n3nc(C(C)(C)C)cc3n2)c1
  mcGAS inh = -5.2&-5.2; hcGAS lum = -7.6&-5.5; NPYLR7 ag = -7.0
(44) COc1ccc(N2C(=O)CSC2c2cccc(NC(=O)c3cccc(Br)c3)c2)cc1 (stereo unspecified)
  mcGAS inh = -4.3; hcGAS lum = -5.0; NPYLR7 ag = 11.1
(45) O=C(CSc1ccc(NC(=O)c2ccccc2)nn1)NCCc1ccccc1
  mcGAS inh = -8.0; hcGAS lum = -7.4; NPYLR7 ag = 3.6
(46) CCN(CC)CCN(C(=O)/C=C/c1cccs1)c1nc2ccc(OC)cc2s1
  mcGAS inh = -7.0; hcGAS lum = -7.4; NPYLR7 ag = -7.2
(47) COc1cc(CSc2nc(CC(=O)NCc3c(F)cccc3F)cs2)cc(OC)c1
  mcGAS inh = -6.5; hcGAS lum = -4.3; NPYLR7 ag = /
(48) O=C(CCc1ccco1)N1CCOC(COc2ccc(F)cc2)C1 (stereo unspecified)
  mcGAS inh = -5.7; hcGAS lum = -5.5; NPYLR7 ag = 3.6
(49) C[C@H](NC(=O)c1sccc1OCc1ccc(Cl)cc1)c1ccccc1
  mcGAS inh = /; hcGAS lum = 1.4; NPYLR7 ag = -12.7
(50) COc1ccc(-c2[nH]ncc2CNC(=O)CC2COCCN2)cc1 (stereo unspecified)
  mcGAS inh = -15.9; hcGAS lum = 3.8; NPYLR7 ag = 15.7

Individual results from the entries so far.
For mcGAS inh, compound 43 has -5.2&-5.2
For NPYLR7 ag, compound 28 has 2.0
For mcGAS inh, compound 19 has -9.9
For NPYLR7 ag, compound 41 has 0.2

Next section:
(51) Cc1cc(C)n(-c2nc3nonc3nc2Nc2ccccc2C)n1
  mcGAS inh = -6.3; hcGAS lum = -4.7; NPYLR7 ag = -0.9
(52) C#CCN(Cc1nc(CC)no1)S(=O)(=O)c1ccccc1
  mcGAS inh = /; hcGAS lum = 1.3; NPYLR7 ag = -0.7
(53) Cc1sc2nc(SCCC#N)n(C)c(=O)c2c1C
  mcGAS inh = -3.3; hcGAS lum = -7.2; NPYLR7 ag = -0.3
(54) Cc1ccc(CNC(=O)CSCc2nc3scc(-c4cccs4)c3c(=O)[nH]2)cc1
  mcGAS inh = -6.4; hcGAS lum = -5.3; NPYLR7 ag = 3.4
(55) O=C(Nc1ccc(Cl)c(S(=O)(=O)Nc2ccccc2Cl)c1)c1ccsc1
  mcGAS inh = /; hcGAS lum = 0.3; NPYLR7 ag = -12.1
(56) O=C(NCc1ccco1)c1n[nH]c2c1CN(C(=O)c1ccc(F)cc1)CC2
  mcGAS inh = -4.3; hcGAS lum = -3.1; NPYLR7 ag = /
(57) CC(C(=O)N1CCCC(n2cccn2)C1)N1CCOCC1 (stereo unspecified)
  mcGAS inh = /; hcGAS lum = -4.5; NPYLR7 ag = 8.2
(58) O=c1[nH]c(/C=C/c2cccs2)c([N+](=O)[O-])c(=O)[nH]1
  mcGAS inh = /; hcGAS lum = 12.6; NPYLR7 ag = -9.3
(59) COc1ccc(CN2CC[C@H](CO)[C@H](O)C2)cc1Cn1cccn1
  mcGAS inh = -10.4; hcGAS lum = -6.7; NPYLR7 ag = 4.4

Of the compounds above, these have two or more sulfur atoms:
(19) CC1CCCC(N=C2NN=C(c3ccc(N(C)S(C)(=O)=O)cc3)CS2)C1C (stereo unspecified)
  mcGAS inh = -9.9; hcGAS lum = -8.0; NPYLR7 ag = 1.6
(25) O=S(=O)(NCCN1CCOCC1)c1cc(Cl)sc1Cl
  mcGAS inh = -7.5; hcGAS lum = -1.8; NPYLR7 ag = -6.7
(46) CCN(CC)CCN(C(=O)/C=C/c1cccs1)c1nc2ccc(OC)cc2s1
  mcGAS inh = -7.0; hcGAS lum = -7.4; NPYLR7 ag = -7.2
(47) COc1cc(CSc2nc(CC(=O)NCc3c(F)cccc3F)cs2)cc(OC)c1
  mcGAS inh = -6.5; hcGAS lum = -4.3; NPYLR7 ag = /
(53) Cc1sc2nc(SCCC#N)n(C)c(=O)c2c1C
  mcGAS inh = -3.3; hcGAS lum = -7.2; NPYLR7 ag = -0.3
(54) Cc1ccc(CNC(=O)CSCc2nc3scc(-c4cccs4)c3c(=O)[nH]2)cc1
  mcGAS inh = -6.4; hcGAS lum = -5.3; NPYLR7 ag = 3.4
(55) O=C(Nc1ccc(Cl)c(S(=O)(=O)Nc2ccccc2Cl)c1)c1ccsc1
  mcGAS inh = /; hcGAS lum = 0.3; NPYLR7 ag = -12.1

Screening data deposited in PubChem BioAssay by Fisher Drug Discovery Resource Center.
